Source: PubChem
CAL PDZ inh: blocks peptide binding to human CAL PDZ domain; actives 0.02% (n = 330,000); inhibition, % at 20 µM; AID 504414; purified CAL PDZ, TMR-peptide fluorescence polarization, 1 h; Q9HD26;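 active = highest replicate inhibition of at least 40%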;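 also: plate controls were DMSO neutral control wells for no effect and unlabeled competitor peptide control wells for full effect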
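Material: tagged CAL PDZ protein CerCALP, purified; buffer or medium: sodium phosphate/NaCl buffer pH 7.4 with TCEP, IgG, Thesit; also added: fluorescent TMR peptide probe; schedule: 1 h incubation at room temperature before polarization reading; technique: fluorescence polarization from S- and P-plane intensities, G-factor corrected; control set: unlabelled peptide and DMSO controls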
DAGLB inh: diacylglycerol lipase beta (human) inhibition; HEK293T DAGLB membrane lysate, EnzChek fluorogenic substrate; actives 0.059% (n = 340,000); inhibition, % at 5.17 µM; AID 504411; in the data active = inhibition above about 34%;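 also: 0% = enzyme with vehicle and 100% = wells lacking enzyme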
Target sequence (Q8NCG7 whole entry, looked up): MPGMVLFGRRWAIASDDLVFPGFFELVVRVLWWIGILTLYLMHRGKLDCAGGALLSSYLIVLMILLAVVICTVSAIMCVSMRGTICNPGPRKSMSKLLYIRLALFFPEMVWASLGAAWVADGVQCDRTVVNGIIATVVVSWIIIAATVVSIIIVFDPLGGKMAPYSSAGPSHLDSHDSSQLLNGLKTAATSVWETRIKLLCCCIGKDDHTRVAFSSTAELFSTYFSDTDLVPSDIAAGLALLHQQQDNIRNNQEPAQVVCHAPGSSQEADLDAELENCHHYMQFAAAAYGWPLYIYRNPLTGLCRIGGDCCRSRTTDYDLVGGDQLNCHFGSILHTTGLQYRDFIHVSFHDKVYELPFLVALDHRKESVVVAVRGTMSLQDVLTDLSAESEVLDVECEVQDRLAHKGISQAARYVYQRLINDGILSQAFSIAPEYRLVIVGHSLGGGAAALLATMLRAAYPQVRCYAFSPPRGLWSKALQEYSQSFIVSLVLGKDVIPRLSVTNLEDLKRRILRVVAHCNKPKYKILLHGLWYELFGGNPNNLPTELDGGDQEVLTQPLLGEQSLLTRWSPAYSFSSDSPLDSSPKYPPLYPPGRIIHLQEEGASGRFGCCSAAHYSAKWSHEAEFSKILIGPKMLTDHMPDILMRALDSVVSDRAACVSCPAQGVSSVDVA
Tat transport: blocks Tat-dependent protein export in E. coli. E. coli MC4100 TorA-mCherry Tat export, fluorescence. inhibition, % at 10 µM. actives 0.036% (n = 340,000);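 active = mean replicate inhibition at least 50% and at least half of replicates individually reaching 50%; inconclusive = only one of the two criteria met; inactive = neither criterion met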;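 also: exported cargo escapes ClpAP degradation while cytoplasmic cargo is degraded and loses fluorescence; 0% = median of neutral control wells and 100% = median of NaSCN control wells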
Wnt bcat act: activators of Wnt/beta-catenin signaling; Wnt/beta-catenin reporter cell assay, activator, plate reader; actives 1.2% (n = 300,000); activation, % at 9.35 µM; in the data active = activation above about 30%, passing the limit was not always enough; inconclusive = no clear call, values can overlap the other calls;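 also: 0% = neutral control wells and 100% = positive control wells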
Ecoli viability: counter-screen for AddAB inhibitors: E. coli growth inhibition. E. coli V3065 growth, OD600 absorbance, 18 h. inhibition, % at 11.9 µM. actives 0.27% (n = 330,000);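 active = inhibition above the campaign's mean inhibition across all tested compounds plus 3 SD, cut at about 9.9% in these data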;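 also: uninfected addAB+ strain grown without phage in ampicillin broth; 0% = DMSO wells and 100% = ciprofloxacin 0.95 µg/ml wells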
AddAB inh: less growth of phage-infected E. coli with AddAB; E. coli expressing H. pylori AddAB, absorbance growth; inhibition, % at 11.9 µM; actives 0.29% (n = 330,000); in the data active = inhibition above about 12%;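 also: 0% = vehicle wells of infected cells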
Rtt109 Vps75: inhibitors of Candida albicans Rtt109/Vps75 histone acetyltransferase | actives 0.16% (n = 330,000) | inhibition, % at 34.9 µM | purified Rtt109/Vps75, ThioGlo CoA-SH fluorescence, 4 h | Q5AAJ8;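 active = inhibition of at least 50% in every replicate; inconclusive = best replicate reaches 50% inhibition but some replicates fall short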
Target sequence (Q5AAJ8 whole entry, looked up): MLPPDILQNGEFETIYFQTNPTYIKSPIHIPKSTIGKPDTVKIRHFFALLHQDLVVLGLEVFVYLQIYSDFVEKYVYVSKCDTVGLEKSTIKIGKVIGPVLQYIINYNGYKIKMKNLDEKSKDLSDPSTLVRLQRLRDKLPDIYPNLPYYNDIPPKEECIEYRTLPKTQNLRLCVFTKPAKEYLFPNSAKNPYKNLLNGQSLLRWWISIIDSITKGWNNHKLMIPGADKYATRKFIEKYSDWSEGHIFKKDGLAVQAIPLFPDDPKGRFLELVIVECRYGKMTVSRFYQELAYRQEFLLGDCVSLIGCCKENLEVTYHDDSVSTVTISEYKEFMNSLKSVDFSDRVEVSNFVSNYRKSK
PvdQ acylase: P. aeruginosa PvdQ acylase inhibition | purified PvdQ acylase, fluorescence plate reader | inhibition, % at 10 µM | actives 0.063% (n = 340,000); in the data active = inhibition above about 30%, passing the limit was not always enough; inconclusive = no clear call, values can overlap the other calls;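 also: 0% = vehicle neutral wells and 100% = reference inhibitor wells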
PfHsp90 set2: reduces growth (ATP signal) of yeast expressing P. falciparum Hsp90 | S. cerevisiae expressing PfHsp90, BacTiter-Glo ATP, 48 h; yeast lacking PDR1 and PDR3 efflux regulators | inhibition, % at 9.4 µM | actives 0.32% (n = 310,000);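 active = every replicate shows inhibition above about 80%, whatever the replicate mean, limit read from the data; inconclusive = mean inhibition reaches the set limit but some replicate falls short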;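 also: 0% = DMSO neutral controls and 100% = 20 µM radicicol positive controls; yeast relying on Plasmodium falciparum Hsp90 in place of its own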
phage Ecoli inh: E. coli growth loss with phage present | AID 651602 | actives 0.26% (n = 360,000) | growth absorbance | inhibition, % at 11.9 µM; in the data active = inhibition above about 11%
* hit, by the source's call; ? = inconclusive; . = no result given; & = joins results of further samples. No enrichment for hits; any-hit rate near 1.9%.

SMILES | CAL PDZ inh | DAGLB inh | Tat transport | Wnt bcat act | Ecoli viability | AddAB inh | Rtt109 Vps75 | PvdQ acylase | PfHsp90 set2 | phage Ecoli inh
O=C(CNC(=O)c1ccc(Cl)cc1Cl)NCc1ccccn1 | 0.0 | -3.6 | 0.3 | -2.0 | -1.8 | -2.1 | 1.1 | 1.2 | -0.5 | 2.8
CCOc1ccc(C(=O)NC2CCN(C(=O)Nc3ccc(F)cc3)CC2)cc1 | -2.1 | 0.7 | 3.2 | -6.0 | -3.4 | -2.5 | -6.5 | -10.8 | 4.1 | 0.2
COc1ccc(CCC(C)N2CCc3ccccc3C2)cc1 (configuration not stated) | -1.1 | -3.2 | -4.5 | 0.4 | 2.4 | 5.0 | -1.7 | -9.6 | 1.5 | 0.7
COc1ccc(-c2cc(C(=O)Nc3cccc(Cl)c3)no2)cc1 | 0.8 | -4.1 | 4.8 | 29.5 | -0.6 | 0.7 | . | 1.9 | -2.0 | 1.0
CN(CC(O)Cn1c2ccccc2c2ccccc21)S(C)(=O)=O (configuration not stated) | -1.9 | 2.6 | 9.4 | -1.9 | 2.1 | 2.7 | 0.1 | 11.9 | -31.4 | 4.0
O=[N+]([O-])c1ccc(Cl)cc1Sc1cccc2cccnc12 | -1.2 | 1.2 | -8.1 | -0.5 | 0.2 | 2.4 | -0.4 | 4.2 | 22.1 | 2.2
CCOc1ccc(C2/C(=C(\O)c3cccc(OC)c3)C(=O)C(=O)N2c2ccccn2)cc1OC (configuration not stated) | -0.3 | 0.9 | -10.6 | 26.2 | -2.0 | 2.7 | -1.1 | -13.3 | -6.5 | -11.0
O=C(/C(C=Nc1ccc(Br)cc1)=C(/O)c1ccco1)C(F)(F)F | -0.6 | -1.9 | 1.2 | ? | -2.0 | -2.1 | 0.1 | -4.2 | 14.5 | 4.1
CCOc1ccccc1Nc1nnc(SCC(=O)Nc2cccc(S(=O)(=O)NC3=NCCCCC3)c2)s1 | -1.1 | 4.5 | 10.9 | -3.7 | 0.3 | -1.7 | 3.0 | -3.7 | . | 2.1
CCOc1ccc(NC(=S)N(CCCN2CCCC2)Cc2cccn2Cc2ccc(Cl)cc2)cc1 | -3.9 | -0.8 | -6.2 | -1.2 | -2.8 | 1.3 | 14.6 | -10.5 | 27.5 | 2.3
Cc1cc(NCCC(C)C)n2nc(C)c(-c3ccccc3)c2n1 | -1.6 | -19.0 | 1.1 | . | -0.3 | 1.2 | 2.0 | -20.8 | -1.0 | 2.2
CC(C)[C@H](NC(=O)N1CCn2c1nc1ccccc12)C(=O)NCc1ccc(F)cc1 | -1.9 | -3.6 | 8.9 | 0.2 | -0.3 | 0.0 | -3.7 | -24.5 | 1.3 | -0.2
CC(=O)c1ccccn1 | -0.2 | -1.7 | -1.6 | -0.8 | 0.8 | 2.7 | -6.3 | -12.0 | 1.9 | 3.1
COCCN=C1Sc2nc3cc(C)c(C)cc3cc2CN1Cc1cccs1 | -2.0 | -3.9 | -11.7 | 0.8 | 1.8 | 1.5 | 10.7 | -2.3 | 2.6 | -1.3
O=C(CN(Cc1ccc(F)cc1)C(=O)CNS(=O)(=O)c1ccc(F)cc1)NCc1ccco1 | 0.3 | -1.9 | -6.9 | 1.9 | -0.2 | 2.2 | 9.0 | 1.5 | 7.2 | 0.8
CN(C)CCNc1ncnc2ccccc12 | 0.7 | -0.6 | 3.9 | . | -2.9 | -0.7 | 1.7 | -11.9 | -11.4 | 2.9
CCN(CC)C(=O)CSc1nnc(-c2cccc(OC)c2)o1 | -1.0 | -3.0 | -5.9 | 12.6 | -0.7 | 4.3 | 10.5 | -15.9 | -65.9 | 2.0
Cc1ccc(-n2nc3c(n2)/C(=N/O)CC/C3=N\O)cc1 | -1.2 | -1.4 | 0.2 | 42.6* | 1.2 | 1.6 | -1.1 | 3.2 | 18.7 | 2.9
O=C(O)C1CC=CCC1C(=O)Nc1ccc2c(c1)CCC2 (configuration not stated) | 0.2 | 1.7 | -11.3 | -0.6 | -1.8 | 2.9 | 0.9 | -8.3 | -22.2 | 0.2
O=C(Nc1ccc(O)cc1)c1c(O)c2c([nH]c1=O)CCCC2 | -0.2 | 4.0 | -9.2 | 21.3 | . | . | 1.9 | 2.8 | -19.2 | 3.0
CC1CC(C)CN(C(=S)Nc2ccc(OC(F)F)cc2)C1 (configuration not stated) | -1.7 | -2.7 | -0.2 | -1.3 | -2.7 | -1.8 | -2.6 | -7.1 | -21.0 | 3.9
NC(=O)COC(=O)CC12CC3CC(CC(Br)(C3)C1)C2 | -6.1 | -0.1 | -0.5 | -1.6 | -2.0 | -1.1 | -1.6 | -11.5 | 18.1 | 2.0
O=C(CN1C(=O)c2ccccc2S1(=O)=O)N1CCN(c2ccc(F)cc2)CC1 | . | 0.5 | -6.3 | 0.7 | -0.6 | 1.1 | -4.8 | 14.0 | -2.7 | -1.0
COc1ccccc1OCCN1C(=O)S/C(=C\c2ccco2)C1=O | -1.7 | -6.3 | 7.4 | -2.8 | -0.7 | 3.5 | 16.1 | -13.0 | 2.3 | -0.2
COCCNc1c2c(nc3c(-c4ccccc4)c(C)nn13)CCCC2 | -1.4 | -0.9 | -3.8 | . | 3.3 | 1.2 | -2.7 | -9.9 | 20.8 | 3.1
COc1ccc(C2C(C#N)C(C#N)N3CCCN23)cc1 (configuration not stated) | -2.7 | -0.3 | -0.9 | . | 2.0 | 3.1 | 3.2 | 6.9 | . | 2.3
Oc1c(Cl)cc(Cl)c(Cl)c1CN1CCOCC1 | -0.9 | -3.0 | 5.4 | -2.7 | . | . | -5.9 | 9.9 | 3.7 | 2.5
O=C(COC(=O)c1ccc(Cl)nc1)NCCNC(=O)COC(=O)c1ccc(Cl)nc1 | -0.4 | -3.0 | -10.4 | 0.5 | -1.1 | -0.8 | 0.5 | -13.3 | 8.2 | 0.3
CC(CCc1ccccc1)NCC(O)c1ccc(O)c(C(N)=O)c1 (configuration not stated) | 0.2 | 2.2 | 10.4 | 0.4&-0.7 | 0.7 | 2.4 | -5.7 | -2.1 | 0.9 | 4.3
COc1ccc(C(=O)Nc2nnc(SCC(=O)NC3CCCC3)s2)c(OC)c1 | -1.1 | -0.3 | -9.0 | 12.8 | -0.7 | -1.1 | -0.9 | -23.3 | 2.3 | 1.5
CC(C)CCN(C(=S)Nc1cccc(F)c1)C(C)c1cccs1 (configuration not stated) | -3.0 | -3.3 | 4.8 | -2.2 | -0.9 | -0.4 | 2.9 | -3.8 | -19.0 | 2.6
CCOC(=O)c1c(Cc2ccc(Cl)cc2)c[nH]c1C | -1.5 | -3.2 | 1.5 | . | -0.7 | 4.0 | -1.1 | 2.8 | 14.4 | 4.7
CC1=C(C(N)=O)C(c2ccncc2)n2nc(-c3ccccc3Cl)nc2N1 (configuration not stated) | -0.1 | -0.2 | -9.1 | -0.7 | -1.4 | -0.2 | 4.5 | 5.1 | 4.0 | 2.7
Cc1ccccc1C(=O)N1CCC(C(=O)Nc2ccccc2N2CCCC2)CC1 | -0.5 | -4.1 | 1.3 | 0.7 | 0.2 | 4.7 | 2.6 | 7.2 | . | 4.8
Cc1ccc(C)c(C(=O)Nc2nc3ccccc3[nH]2)c1 | -2.2 | 3.8 | 2.6 | -3.8 | 0.4 | 0.7 | 1.9 | -6.3 | -29.8 | 2.4
CC(C)(C)N1C(=O)Cc2c1nc(N)c1c(N)nc(N3CCCCC3CO)c(C#N)c21 (configuration not stated) | -0.6 | -7.9 | 2.7 | . | 0.6 | 3.2 | 14.5 | -15.6 | -9.9 | .
CCC1CCCCN1CCCNC(=O)c1ccc2c(c1)NC(=O)CS2 (configuration not stated) | -3.3 | -1.6 | 0.5 | 1.0 | 1.5 | 0.5 | -7.5 | -7.7 | -8.4 | 2.9
CC1CCN(S(=O)(=O)c2ccc(C(=O)Nc3ccccn3)cc2)CC1 | -2.4 | -3.0 | 13.3 | 19.6 | -0.1 | -2.3 | -7.0 | -8.2 | . | 2.4
CCOc1ccc(NC(=S)N2CCC(c3nc4ccccc4[nH]3)CC2)cc1 | -0.7 | 0.1 | 0.9 | 4.4 | 1.7 | 0.9 | -2.5 | -12.4 | -13.2 | 4.6
Fc1ccc(Cn2cccc2C2=NC(c3ccccc3)CO2)cc1 (configuration not stated) | -1.0 | -3.8 | -3.2 | -2.2 | 0.7 | 1.2 | 15.7 | 13.2 | -2.3 | 4.1
Cc1cc(-c2ccco2)n2c(nc3ccccc32)c1C#N | . | 1.1 | 4.0 | 2.0 | -5.1 | 0.1 | -6.2 | -6.0 | 5.6 | 2.2
O=C(Nc1ccc(F)cc1)NC1CCN(Cc2c(F)cccc2Cl)CC1 | -0.7 | -1.2 | 8.6 | 2.6 | 1.9 | 1.8 | -1.0 | -4.0 | -1.7 | 2.6
O=C(CCSCCc1ccccn1)Nc1cccc([N+](=O)[O-])c1 | -2.3 | 0.2 | 7.2 | 4.3 | -1.0 | 3.1 | 6.1 | 1.2 | 6.2 | 4.1
CC[C@@]1(C(=O)OC)N[C@H](CN(C)C(=O)Nc2ccc(OC)cc2)[C@@H]2C(=O)N(Cc3ccccc3)C(=O)[C@@H]21 | -0.6 | -3.9 | 10.6 | 10.1 | 0.9 | 3.9 | 7.8 | 1.6 | 4.8 | 0.9
C/C(=N\NC(=O)CC1N=C(Cc2ccccc2)NNC1=O)c1ccc(C)cc1 (configuration not stated) | -0.8 | -1.1 | -6.1 | . | -0.5 | 0.0 | 22.1 | 7.5 | 6.6 | 3.2
CCOC(=O)CC(c1ccc(N)cc1)n1c(C)ccc1C (configuration not stated) | -1.1 | -0.3 | 4.0 | 0.2 | -0.8 | -0.2 | -13.4 | -0.6 | . | 3.4
C=CCn1cnc2c(nnn2Cc2ccc(F)cc2)c1=O | -1.3 | -2.4 | -1.3 | -0.4 | 1.2 | 3.8 | -2.8 | -13.9 | -3.8 | 3.0
COc1ccc(/C=C(/NC(=O)c2ccc([N+](=O)[O-])cc2)C(=O)NCCCN(C)C)cc1 | -1.5 | -0.4 | -0.4 | -1.6 | 0.6 | 5.5 | -11.8 | 3.6 | -9.1 | 3.5
Cc1nc2ccccc2c2oc(C(=O)NCCN3CCCCC3C)cc12 (configuration not stated) | -1.0 | 2.1 | 1.3 | -4.8 | 0.3 | 1.8 | 5.8 | -10.7 | -25.5 | 3.1
O=C(Nc1ccc(Cl)c(C(F)(F)F)c1)C1CCCN(S(=O)(=O)c2cnc[nH]2)C1 (configuration not stated) | -1.2 | 0.7 | -4.0 | -6.4 | 1.1 | 6.6 | -15.3 | -33.5 | . | 6.2
Cc1cc(C)c(NC(=O)Cn2nnc(C(=O)NCc3ccc4c(c3)OCO4)c2N)c(C)c1 | -2.2 | 1.5 | 6.5 | . | -6.1 | 1.2 | 0.5 | -5.1 | -0.4 | .
CCOc1ccccc1OCCCOc1ccc([N+](=O)[O-])cc1Cl | . | -12.0 | 7.7 | 3.7 | -2.5 | 1.3 | -7.0 | 6.0 | -1.1 | 2.5
O=[N+]([O-])c1ccc(SCc2ccncc2)nc1 | -0.3 | 0.4 | -8.3 | 0.0 | -0.8 | 2.2 | 6.9 | -5.7 | -56.7 | 3.0
